Screening data from PubChem BioAssay.
Epigenetic reg: Quantitative High-Throughput Screen for Regulators of Epigenetic Control. 280,000 compounds, 0.2% hits. murine LDR cells, GFP reporter derepression, 30 h. Potency, µM (highest dose often 53.9 µM), for inactives: at the top dose GFP activation, usual class: activators; also: % of control where 0% means no effect; nearly all actives have a fitted effect of over 60% in size
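Reporter derepression read as number of fluorescent GFP-positive objects, 20-120 um in size, counted by laser-scanning cytometer. Mouse LDR line with an epigenetically silenced CMV-GFP locus; compound incubation 30 h, 37 C.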
JMJD2E inh: qHTS Assay for Inhibitors of Human Jumonji Domain Containing 2E (JMJD2E); Lysine-specific demethylase 4E (Homo sapiens), B2RXH2; JMJD2E catalytic domain, FDH-coupled NADH fluorescence (FDH is formaldehyde dehydrogenase); Potency, µM (series often up to 57.1 µM), without a hit: top-dose activity change, negative = inhibition, most hits filed as inhibitors; 230,000 compounds, 1.6% hits; active = well fitted inhibition curve with a large enough effect, not every such curve was filed as active; inconclusive = small, poorly fitted or top-dose-only effect, or another doubt; inactive = no such curve, though single readings can be large or run the other way;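 also: 0% = wells with enzyme and -100% = buffer wells without enzyme; nearly all actives have a fitted effect of over 50% in size; many of its hits are not listed in these tables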
Target sequence (B2RXH2 1-337 limits assumed): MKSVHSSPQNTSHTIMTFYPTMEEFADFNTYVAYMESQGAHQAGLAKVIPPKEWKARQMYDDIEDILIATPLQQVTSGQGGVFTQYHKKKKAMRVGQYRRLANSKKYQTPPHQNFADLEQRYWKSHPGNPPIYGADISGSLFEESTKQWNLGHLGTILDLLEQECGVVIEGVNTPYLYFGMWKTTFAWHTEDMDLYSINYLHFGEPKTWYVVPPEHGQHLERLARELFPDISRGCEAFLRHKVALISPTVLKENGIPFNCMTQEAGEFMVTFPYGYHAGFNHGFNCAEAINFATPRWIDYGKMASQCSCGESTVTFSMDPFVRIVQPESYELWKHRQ
SMN2 splice enh: qHTS Assay for Enhancers of SMN2 Splice Variant Expression; Potency, µM (series often up to 46.1 µM), without a hit: at the highest dose activity change, positive = activation, hits mostly activators; HEK293 SMN2-luciferase splicing reporter, luminescence, 30-36 h; 210,000 compounds, 2.8% hits; AID 1458, 2008; also: % of control where 0% means no effect; nearly all actives have a fitted effect of over 55% in size
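qHTS luciferase splicing reporter: luminescence rises when SMN2 exon 7 is included in transfected HEK293 cells. Compound exposure lasted 30-36 h at 37C, with 4.5 mM final sodium butyrate as control, followed by a ONE-Glo read.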
NPSR antag: qHTS Assay for Antagonists of the Neuropeptide S Receptor: cAMP Signal Transduction. Potency, µM (doses to about 38.3 µM), without a hit: top-dose activity change, negative = inhibition, hits mostly inhibitors. 220,000 compounds, 1% hits. CHO-NPSR cells, cAMP TR-FRET, antagonist mode. Q6W5P4; also: % is scaled to controls: 0 for no effect and ±100 for the full control effect; nearly all actives have a fitted effect of over 50% in size; many of its hits are not listed in these tables
KinaseGlo FLuc: Counterscreen for Luciferase (Kinase-Glo TM) Inhibition; Luciferin 4-monooxygenase (Photuris pensylvanica), Q27757; Kinase-Glo luciferase, ATP luminescence, 8 min; Potency, µM (doses to about 38.3 µM), without a hit: at the highest dose activity change, negative = inhibition, actives largely listed as inhibitors; 200,000 compounds, 0.28% hits; also: % is scaled to controls: 0 for no effect and ±100 for the full control effect; nearly all actives have a fitted effect of over 60% in size
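Compound is pinned into ATP-containing buffer (10 uM ATP, imidazole pH 7.2, 7 mM MgCl2). Kinase-Glo luciferase reagent is then added. Light output is recorded following an 8-min room-temperature incubation.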
RGS12 GoLoco inh: qHTS Assay for Inhibitors of RGS12 GoLoco Motif Activity (Red Fluorophore); Guanine nucleotide-binding protein G(i) subunit alpha-1 (Homo sapiens), P63096; Gai1:RGS12 GoLoco peptide FP, rhodamine, 10 min; Potency, µM (series often up to 61.6 µM), inactives show at the highest dose activity, negative = inhibition, hits mostly inhibitors; 230,000 compounds, 0.44% hits; AID 880, 2007; active = well fitted inhibition curve with a large enough effect, not every such curve was filed as active; inactive = no such curve, though single readings can be large or run the other way; also: % is scaled to controls: 0 for no effect and ±100 for the full control effect; nearly all actives have a fitted effect of over 30% in size; many of its hits are not listed in these tables
RECQ1 helicase: qHTS Assay for Inhibitors of RecQ-Like Dna Helicase 1 (RECQ1); ATP-dependent DNA helicase Q1 (Homo sapiens), P46063; RECQ1 DNA unwinding, red fluorescence kinetic read; Potency, µM (titrated, usually from 57.3 µM), for the others: at the top dose activity, negative = inhibition, usual class: inhibitors; 240,000 compounds, 0.54% hits; AID 2549, 2010;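 also: plate controls were vehicle for no effect and no enzyme for full effect; nearly all actives have a fitted effect of over 30% in size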
Target sequence (P46063 whole entry, looked up): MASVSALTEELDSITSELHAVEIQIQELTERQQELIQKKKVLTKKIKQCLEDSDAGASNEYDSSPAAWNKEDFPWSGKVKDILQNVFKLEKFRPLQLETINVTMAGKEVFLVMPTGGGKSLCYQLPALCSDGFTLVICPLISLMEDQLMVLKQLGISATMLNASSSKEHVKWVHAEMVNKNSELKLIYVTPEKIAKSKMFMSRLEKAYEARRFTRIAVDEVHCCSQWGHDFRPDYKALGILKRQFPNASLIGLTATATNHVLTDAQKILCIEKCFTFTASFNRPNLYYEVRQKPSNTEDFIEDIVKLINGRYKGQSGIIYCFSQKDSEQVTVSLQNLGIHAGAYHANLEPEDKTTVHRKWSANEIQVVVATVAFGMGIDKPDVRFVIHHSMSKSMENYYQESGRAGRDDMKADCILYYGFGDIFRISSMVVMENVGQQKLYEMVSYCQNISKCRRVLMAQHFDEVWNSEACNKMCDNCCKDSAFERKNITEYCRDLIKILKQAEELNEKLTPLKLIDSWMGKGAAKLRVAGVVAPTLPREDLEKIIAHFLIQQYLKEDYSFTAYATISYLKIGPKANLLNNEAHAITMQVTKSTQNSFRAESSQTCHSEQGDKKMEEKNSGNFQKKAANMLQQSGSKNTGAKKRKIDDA
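RECQ1T1 50 nM; forked duplex (20 bp + 30-nt ss tails) 200 nM, ATP 2 mM final; pH 8.0, 2 mM MgCl2, 2.5 ug/ml poly(dI-dC); 15 min compound preincubation; discontinuous kinetic read over 2 h at RT.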
IMPase Li cell: qHTS Assay for Identifying the Cell-Membrane Permeable IMPase Inhibitors: Potentiation with Lithium | AID 1457, 2008 | Potency, µM (titrated, usually from 59.4 µM), for the others: at the highest dose activity, negative = IMPase inhibition, most hits filed as inhibitors | CHO-M1 cells, IP1 TR-FRET (IP-One), carbachol + lithium | 210,000 compounds, 0.35% hits;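 also: IP1 builds up when IMPase is blocked and the TR-FRET signal falls; plate controls were basal vehicle for no effect and high inhibitor control for full effect; nearly all actives have a fitted effect of over 50% in size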
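Steps: plate 2000 CHO-M1 cells per well and culture 16–30 h; add compound and lithium; incubate 30 min, 37C; add d2-IP1 tracer and Eu cryptate anti-IP1 antibody in lysis buffer; read after 10 min at room temperature.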
Starred values were filed as active, the others as inactive; i = inactive; ? = inconclusive; / = not tested or not shown; & = joins results of further samples; [ ] = another dose, or the depositor's remark. Unless noted, calls follow the shape of the dose curve; as a rule, active = well fitted curve in the direction sought with a large enough effect; inconclusive = small, poorly fitted or top-dose-only effect, or another doubt; inactive = no such curve, though single readings can be large; an effect the other way counts as inactive or inconclusive. Potency is read from the fitted curve at half-maximal effect. Only part of the results is shown; the hit share may differ from the screen's.

compound	Epigenetic reg	JMJD2E inh	SMN2 splice enh	NPSR antag	KinaseGlo FLuc	RGS12 GoLoco inh	RECQ1 helicase	IMPase Li cell
COCCCNC(=O)CCC(=O)NNc1nc2ccccc2c2nc(-c3ccccc3)nn12	0.2%&-1.0%	-6.8%	10.0%&25.2%	11.7%	4.3%	9.2%	-0.4%	-3.1%
CCn1c(COc2cccc(OC)c2)nnc1SCC(=O)Nc1cccc(OC)c1	2.0%	-4.3%	23.0%	-18.8%[46.1 µM]	0.5%	12.3%	-15.1%	9.4%[38.3 µM]
CC(=O)C(Sc1ccc2nnc(-c3ccc(C)cc3)n2n1)C(C)=O	1.3%	-11.6%	-38.9%[inhibitor]	-28.1%[46.1 µM]	2.3%	13.2%	?	2.5%[38.3 µM]
Cc1ccc(OCC(=O)Nc2cccc(-c3nnc(-c4ccccc4)o3)c2)c(C)c1	3.5%	?	17.1%	9.8%[46.1 µM]	-0.7%	1.3%	-4.1%	17.8%
O=C(/C=C/c1ccc2ccccc2n1)N1CCN(S(=O)(=O)c2ccccc2F)CC1	-2.0%	-7.1%	/	-27.4%	/	4.0%	-2.3%	/
CC1CCN(c2c(NCc3ccc(C(=O)N(C)C4CCCCC4)cc3)c(=O)c2=O)CC1	1.1%	4.6%	/	-26.2%	/	-4.2%	-3.4%	/
COC(=O)C1(C(=O)OC)CC(CO)C(=O)[C@H]1c1ccccc1 (stereo partly specified)	-1.1%&0.0%	0.9%&1.0%	4.0%&0.7%	/	-0.5%&-1.7%	-3.3%&-2.4%	i	16.6%&13.2%
Cc1ccccc1Nc1nc(-c2sc(NC(=O)c3ccc([N+](=O)[O-])cc3)nc2C)cs1	-2.1%	4.1%	-15.6%	-12.2%[46.1 µM]	-3.9%	9.7%	i	21.1%[38.3 µM]
COc1ccc(CC(=O)NCC(=O)N/N=C/c2ccc(C)o2)cc1	-1.1%	5.2%	-11.6%	9.1%	-2.1%	-1.9%	-16.1%	-10.0%
Nc1nc2c(s1)C(=O)CCC2	-5.8%	3.2%	-15.4%	5.8%[46.1 µM]	-2.5%	-1.1%	-3.0%	-3.1%[38.3 µM]
NC(=O)c1c(NC(=O)CSc2nnc(-c3ccccc3)n2CC2CCCO2)sc2c1CCC2 (stereo unspecified)	0.0%	-1.0%	-40.7%[inhibitor]	-22.4%[46.1 µM]	1.7%	10.9%	-1.5%	18.8%[38.3 µM]
O=C(O)c1c(N2CCCCC2)ccc([N+](=O)[O-])c1N1CCCCC1	1.1%	-5.1%	/	-1.6%	/	5.3%	-6.3%	/
O=C(NCC1(c2ccccc2)CCOCC1)c1cccs1	2.3%	10.7%	5.5%	15.7%	-2.1%	1.3%	i	8.6%
Cc1ccc(Cn2cccc2/C=C2/C(=N)N3C=CSC3=NC2=O)cc1	1.1%	-4.8%	-8.4%	-23.2%	-0.8%	-3.5%	-2.7%	-6.4%
O=C(O)CN(c1ccccc1)C1SC(=O)NC1=O (stereo unspecified)	-0.8%	-1.4%	-12.3%	-3.5%[46.1 µM]	0.7%	-4.0%	1.6%	-12.6%[38.3 µM]
CC(C)N1C(=O)C2C(C(=O)NC3CCCCC3)C3C=CC2(O3)C1C(=O)NC1CCCC1 (stereo unspecified)	-1.0%	3.1%	19.5%	2.1%[46.1 µM]	-1.2%	6.5%	i	21.0%[38.3 µM]
COc1cccc(-n2nnc3c(=O)n(Cc4ccccc4Cl)cnc32)c1	?	?	?	-9.9%	0.0%	14.6%	i	12.0%
O=C(c1cc(Cl)nc2ccccc12)N1CCCCC1	-3.5%	-2.1%	-17.3%	-3.4%[46.1 µM]	1.2%	11.3%	-2.7%	-15.6%[38.3 µM]
Cc1ccsc1/C=N/N1CCOCC1	-0.3%	-4.6%	10.5%	13.1%	2.5%	4.3%	-13.6%	-1.5%
O=C(Nc1ccccn1)c1ccc(Cl)c([N+](=O)[O-])c1	0.5%	-11.8%	/	17.5%	-0.4%	13.6%	-15.7%	-4.2%
COc1cc(/C=N/NC(=O)c2cncc(Br)c2)ccc1OC(=O)c1ccc2c(c1)OCO2	-1.1%	1.2%	10.4%	-9.3%[46.1 µM]	-2.5%	-20.7%	-0.8%	-23.3%[38.3 µM]
Cc1cccc(Cn2nnc3c2C(=O)c2ccccc2C3=O)c1	-0.1%	-0.9%	-73.8%[inhibitor]	20.7%	1.2%	4.2%	1.5%	13.1%
COc1ccc(NC(=O)c2ccccc2Sc2ccc(NC(C)=O)nc2)cc1	0.9%	?	8.6%	-23.9%	-2.9%	-12.2%	6.1%	-12.5%
Cc1sc2nc(C3CC3)nc(SCC(=O)N3c4ccccc4CC3C)c2c1C (stereo unspecified)	0.8%	5.1%	?	?	-2.8%	23.8%	-2.4%	5.3%[38.3 µM]
O=C(CN1CCCCC1)N=Nc1c(O)[nH]c2ccccc12	-1.2%	5.1%	/	25.2%	/	1.6%	i	6.2%
Cc1cnc(C(=O)Nc2nnc(C(C)C)s2)cn1	0.1%	-22.8%	12.6µM*	-8.6%[46.1 µM]	-1.7%	1.9%	i	8.7%
CCc1ccc(Nc2nnc(SCn3nnc4ccccc4c3=O)s2)cc1	-4.5%	1.6%	-7.5%	-14.4%[46.1 µM]	2.3%	0.6%	-1.5%	13.8%[38.3 µM]
CC(O)c1cccc(NC(=O)Cc2cccc3ccccc23)c1 (stereo unspecified)	3.8%	7.8%	/	5.1%	-0.9%	2.2%	-10.7%	0.2%
CCC(CC)C(=O)NCc1ccccc1OC	0.2%	7.7%	-0.4%	-1.9%[46.1 µM]	-0.7%	-9.5%	-2.7%	-1.8%[38.3 µM]
CSc1ccc(-c2nc(CSCC(=O)N3CCOCC3)c(C)o2)cc1	-1.1%	?	-54.8%[inhibitor]	-1.8%[46.1 µM]	-4.8%	-5.8%	i	-10.8%[38.3 µM]
CCOC(=O)Nc1ccc(S(=O)(=O)N2CCC(C)CC2)cc1	2.3%	-7.4%	-8.2%	-14.9%	0.0%	13.8%	i	7.0%
O=Cc1ccc2noc(-c3ccc(F)cc3)c2c1	-3.4%	?	-4.2%	-7.0%[46.1 µM]	-6.1%	6.0%	-11.8%	19.5%[38.3 µM]
Brc1ccc2c(c1)CNc1c(ncnc1N1CCOCC1)O2	-0.4%	16.6%	-9.8%	?	-5.3%	-4.1%	-9.4%	3.0%[38.3 µM]
CCSc1nc(-c2ccc(OC)cc2)n(-c2nc3ccccc3s2)n1	0.0%	?	-30.5%[inhibitor]	?	-4.0%	4.5%	-3.7%	27.9%[38.3 µM]
CC(=O)Nc1cccc(-n2nnc(SCC(N)=O)n2)c1	1.1%	-7.8%	/	4.9%	/	4.5%	-2.3%	/
c1ccc2[nH]c(SCc3ccc(-c4nnco4)cc3)nc2c1	-2.2%	2.7%	25.5%	-10.5%[46.1 µM]	-23.6%	-13.4%	-2.2%	-1.2%[38.3 µM]
C[C@@H]1C=C(C(=O)O)O[C@H](OCc2ccc(CO)cc2)C1	-0.7%	-19.7%	/	-9.9%	/	0.2%	-5.0%	-11.2%
Cc1cc(C)c(NC(=O)COC(=O)C2CCC(=O)N2)c(C)c1 (stereo unspecified)	5.2%	-7.8%	14.2%	14.6%	-1.3%	-1.7%	-18.8%	8.0%
N#Cc1ccc(NC(=O)COC(=O)CCNS(=O)(=O)c2ccccc2)cc1	1.0%	5.4%	3.0%	9.2%	-1.3%	5.1%	-17.7%	9.4%
COC(=O)C1=C(C)N(C2CCCCC2)C(=O)/C1=C\c1cccs1	0.8%	1.0%	-49.4%[inhibitor]	-42.3%	-0.6%	1.2%	-1.5%	8.0%
COc1ccccc1/C=C/C=N/NC(=O)c1cnccn1	3.0%	-5.0%	/	37.1%	-2.0%	11.2%	-0.8%	1.5%
CC(=O)c1ccc(NC(=O)C(C)N(C)CC(=O)Nc2ccccc2Cl)cc1 (stereo unspecified)	-2.2%	-9.0%	-1.6%	-8.5%	-2.7%	8.9%	-0.2%	-9.7%
C/C(CC(=O)Nc1ccc(OCc2ccccc2)cc1)=N\NC(=O)C(=O)Nc1ccccc1C	-2.0%	6.7%	10.4%	-13.1%[46.1 µM]	-1.7%	8.5%	-23.5%	-13.6%[38.3 µM]
CC(C)C(=O)N=C1SC2CS(=O)(=O)CC2N1Cc1ccccc1 (stereo unspecified)	-0.9%	6.3%	3.3%	12.3%	-1.1%	-2.8%	-2.5%	-0.2%
CC(C)C[C@H](NC(=O)c1nc[nH]c1C(=O)N[C@@H](CCCCNC(=O)OC(C)(C)C)C(=O)OC(C)(C)C)C(=O)OC(C)(C)C	-1.1%	-3.1%	/	10µM*	/	-3.7%	i	/
O=C(c1ccncc1)N1CCN(c2ccc(F)cc2)CC1	0.4%	1.2%	-60.4%[inhibitor]	-8.3%[46.1 µM]	0.9%	-2.9%	-10.2%	22.5%[38.3 µM]
CCCc1nnc(SCC(=O)Nc2ccc(OC)cc2)n1N	0.0%	-17.6%	/	-2.3%[46.1 µM]	-2.0%	-5.2%	13.0%	23.0%[38.3 µM]
CC(C)(C)c1ccc(/C=C(\C#N)C(=O)NCCN2CCOCC2)cc1	-4.7%	-27.9%	/	19.6%	-0.4%	7.8%	-1.6%	5.0%
